PGK inhibitor = blocks T. brucei phosphoglycerate kinase; P07378; PGK/GAPDH coupled, Kinase-Glo luminescence, 60 min; Potency, µM (highest dose often 57.5 µM), for inactives: top-dose activity change, negative = inhibition, hits mostly inhibitors; 0.043% of 380,000 active; note: % is set by controls: 0 for no effect and ±100 for the full control effect; nearly all actives have a fitted effect of over 60% in size
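Luminescent ATP detection (Kinase-Glo Plus) follows a 60-minute room-temperature incubation, with wells lacking PGK as controls. Buffer: 100 mM TEA (pH 7.6), 5 mM MgCl2, 0.01% Tween-20. Coupling enzyme GAPDH (100 nM final) supplies unstable 1,3-BPG in-well.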
G9a block = inhibitors of human histone lysine methyltransferase G9a; Q96KQ7; G9a H3K9 monomethylation, AlphaScreen, 2 h; Potency, µM (top dose mostly 102 µM), for the others: at the top dose activity, negative = inhibition, hits mostly inhibitors; 8.8% of 350,000 active; AID 504332; note: % is set by controls: 0 for no effect and ±100 for the full control effect; nearly all actives have a fitted effect of over 75% in size
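Chemiluminescent proximity detection of H3K9 monomethylation, read after 10 min bead incubation in the dark. Reaction: 20 nM G9a, 500 nM biotin-H3K9 peptide, 20 uM SAM cofactor, 2 h, room temperature, following 15 min enzyme-compound preincubation.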
BLM inh = inhibitors of human Bloom syndrome helicase BLM; P54132; recombinant BLM DNA unwinding, fluorescence dequenching; Potency, µM (doses to about 56.1 µM), for the others: at the highest dose activity change, negative = inhibition, usual class: inhibitors; 0.2% of 350,000 active;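 note: plate controls were vehicle for no effect and no enzyme for full effect; nearly all actives have a fitted effect of over 35% in size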
BAZ2B block = blocks human BAZ2B. Q9UIF8. AlphaScreen BAZ2B-H3K14Ac peptide displacement. Potency, µM (titrated, usually from 114 µM), without a hit: top-dose activity change, negative = inhibition, most hits filed as inhibitors. 4.4% of 360,000 active. AID 504333; note: % is set by controls: 0 for no effect and ±100 for the full control effect; nearly all actives have a fitted effect of over 60% in size
Target sequence (Q9UIF8 whole entry, looked up): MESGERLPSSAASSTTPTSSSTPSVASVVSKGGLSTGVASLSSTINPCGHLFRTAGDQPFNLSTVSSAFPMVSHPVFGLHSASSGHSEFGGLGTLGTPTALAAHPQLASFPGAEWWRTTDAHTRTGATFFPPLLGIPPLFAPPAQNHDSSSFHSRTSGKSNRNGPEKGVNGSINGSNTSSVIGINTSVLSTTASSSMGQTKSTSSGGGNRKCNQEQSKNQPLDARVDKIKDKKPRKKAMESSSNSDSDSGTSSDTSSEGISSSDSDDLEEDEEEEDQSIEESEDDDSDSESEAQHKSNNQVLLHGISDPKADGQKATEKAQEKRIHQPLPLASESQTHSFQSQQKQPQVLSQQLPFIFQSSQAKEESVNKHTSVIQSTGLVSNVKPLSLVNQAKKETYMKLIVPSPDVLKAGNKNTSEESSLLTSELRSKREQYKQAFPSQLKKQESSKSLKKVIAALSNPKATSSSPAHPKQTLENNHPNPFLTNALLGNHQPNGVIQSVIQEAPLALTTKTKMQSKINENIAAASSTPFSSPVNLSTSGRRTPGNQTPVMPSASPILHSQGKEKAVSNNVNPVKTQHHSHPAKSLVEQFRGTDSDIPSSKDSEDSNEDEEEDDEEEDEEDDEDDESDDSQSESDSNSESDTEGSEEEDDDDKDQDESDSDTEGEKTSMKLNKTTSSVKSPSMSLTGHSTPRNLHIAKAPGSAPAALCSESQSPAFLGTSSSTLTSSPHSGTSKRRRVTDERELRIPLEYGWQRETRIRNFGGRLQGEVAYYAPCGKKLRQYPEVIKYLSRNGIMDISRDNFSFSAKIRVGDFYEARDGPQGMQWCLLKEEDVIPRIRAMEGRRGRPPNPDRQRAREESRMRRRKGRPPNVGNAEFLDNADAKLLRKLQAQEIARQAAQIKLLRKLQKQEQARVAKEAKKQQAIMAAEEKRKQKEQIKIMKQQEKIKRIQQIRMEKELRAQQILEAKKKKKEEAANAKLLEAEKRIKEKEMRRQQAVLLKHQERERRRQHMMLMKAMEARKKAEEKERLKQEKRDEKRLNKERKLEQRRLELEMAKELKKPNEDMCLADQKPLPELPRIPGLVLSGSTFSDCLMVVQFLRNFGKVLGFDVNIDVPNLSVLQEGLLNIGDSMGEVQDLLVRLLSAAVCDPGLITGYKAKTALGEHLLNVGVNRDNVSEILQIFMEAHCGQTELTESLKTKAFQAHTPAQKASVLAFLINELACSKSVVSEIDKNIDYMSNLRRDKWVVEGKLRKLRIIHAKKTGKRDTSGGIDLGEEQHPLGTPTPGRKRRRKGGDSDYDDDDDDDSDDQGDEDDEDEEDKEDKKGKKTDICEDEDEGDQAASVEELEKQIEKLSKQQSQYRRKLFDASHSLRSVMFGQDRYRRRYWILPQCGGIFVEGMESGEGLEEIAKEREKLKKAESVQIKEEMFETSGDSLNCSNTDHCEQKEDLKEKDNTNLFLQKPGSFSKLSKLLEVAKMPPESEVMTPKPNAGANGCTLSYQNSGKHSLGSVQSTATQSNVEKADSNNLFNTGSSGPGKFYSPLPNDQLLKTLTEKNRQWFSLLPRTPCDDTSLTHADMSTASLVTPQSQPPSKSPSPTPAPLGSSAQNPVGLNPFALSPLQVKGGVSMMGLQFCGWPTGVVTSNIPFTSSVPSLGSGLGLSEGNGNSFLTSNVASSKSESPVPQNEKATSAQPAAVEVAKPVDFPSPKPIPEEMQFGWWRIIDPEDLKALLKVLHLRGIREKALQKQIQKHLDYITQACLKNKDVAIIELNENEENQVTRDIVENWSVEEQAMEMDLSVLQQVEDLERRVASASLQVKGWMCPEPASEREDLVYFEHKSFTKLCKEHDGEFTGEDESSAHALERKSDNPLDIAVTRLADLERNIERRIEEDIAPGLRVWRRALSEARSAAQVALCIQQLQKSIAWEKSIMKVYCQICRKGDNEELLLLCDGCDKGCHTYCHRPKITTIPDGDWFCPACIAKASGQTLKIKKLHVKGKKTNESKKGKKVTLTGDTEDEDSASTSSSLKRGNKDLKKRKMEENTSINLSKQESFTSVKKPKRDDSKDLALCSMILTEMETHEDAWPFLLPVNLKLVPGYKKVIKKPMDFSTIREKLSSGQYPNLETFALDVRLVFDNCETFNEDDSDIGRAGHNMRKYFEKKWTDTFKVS
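AlphaScreen luminescence quantifies BAZ2B engagement of H3K14Ac peptide; the protein and biotinylated peptide are both at 50 nM final, buffer PBS pH 7.4 with 0.01% Tween-20, all steps at room temperature.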
HP1b binding inh = inhibitors of HP1-beta chromodomain binding to methylated histone tails. AID 540317. AlphaScreen HP1-beta / biotin-H3K9me3 peptide binding. P83916. 0.56% of 390,000 active. Potency, µM (titrated, usually from 114 µM), for the others: top-dose activity change, negative = inhibition, hits mostly inhibitors; note: nearly all actives have a fitted effect of over 70% in size; inactives centre near 23
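AlphaScreen: HP1-beta (50 nM) preformed 30 min with biotin-H3(1-18)K9me3 peptide (50 nM) in PBS pH 7.4, 0.01% Tween-20. Compound added for 30 min at RT, then streptavidin donor/nickel chelate acceptor beads (10 ug/mL) for 30 min.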
JMJD2A Tudor inh = JMJD2A Tudor domain (human) inhibition; O75164; AlphaScreen JMJD2A-Tudor / H3K4me3 peptide binding; Potency, µM (titrated, usually from 114 µM), for the others: at the highest dose activity change, negative = inhibition, usual class: inhibitors; 4.4% of 390,000 active; AID 504339; note: % is set by controls: 0 for no effect and ±100 for the full control effect; nearly all actives have a fitted effect of over 50% in size
GLS inhibitor = blocks human kidney-isoform glutaminase activity. O94925. GLS enzymatic activity, qHTS titration. Potency, µM (highest dose often 45.5 µM), for the others: at the top dose activity change, negative = inhibition, actives largely listed as inhibitors. 0.21% of 410,000 active; note: % is set by controls: 0 for no effect and ±100 for the full control effect
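hKGA in 45 mM KH2PO4 pH 8.2, 0.02% Tween-20 with pin-transferred compounds; 1 mM L-glutamine (stock) plus glutamate oxidase/HRP/Amplex Red coupling added. Fluorescence read initially and after 30 min at RT.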
POLI inh = inhibitors of human DNA polymerase iota | Potency, µM (highest dose often 115 µM), for inactives: at the top dose activity, negative = inhibition, actives largely listed as inhibitors | 1% of 390,000 active | AID 588590 | Pol iota fluorescent replication assay, 10 min
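Pol iota at 10 nM preincubated 15 min with compounds at room temperature; reaction started with fluorescent substrate, 50 nM final. Fluorescence read kinetically at 0 and 10 min; buffer-only wells as negative control.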
Pin1 inhibitor = blocks the human prolyl isomerase Pin1. Q13526. Pin1 FP peptide displacement, HiFluor488, 10 min. Potency, µM (doses to about 115 µM), inactives show top-dose activity, negative = inhibition, hits mostly inhibitors. 0.009% of 390,000 active; active = well fitted inhibition curve with a large enough effect in the polarisation, with a control signal flat, not every such curve was filed as active; inconclusive = small, poorly fitted or top-dose-only effect, or effect the other way, or a change in a side signal; inactive = no such curve, though single readings can be large or run the other way; the % refers to the polarisation; note: % is set by controls: 0 for no effect and ±100 for the full control effect
* = called active by the depositor; i = inactive; ? = inconclusive; / = not tested or not shown; & = joins results of further samples; [ ] = another dose, or the depositor's remark. Unless noted, calls come from the whole dose curve; as a rule, active = well fitted curve in the direction sought with a large enough effect; inconclusive = small, poorly fitted or top-dose-only effect, or another doubt; inactive = no such curve, though single readings can be large; an effect the other way counts as inactive or inconclusive. Potency is the fitted concentration of half-maximal effect. A portion of the library, so the mix of outcomes need not match the whole.

Every second line gives: Pin1 inhibitor | PGK inhibitor | GLS inhibitor | POLI inh | BLM inh | JMJD2A Tudor inh | BAZ2B block | HP1b binding inh | G9a block
CC1(C)CC(=O)C(=Cc2cn(-c3ccccc3)nc2-c2ccc(Cl)cc2)C(=O)C1
    -4% | i | ? | -13% | -6% | -19% | ? | 0% | 3%[0.501 µM]
CCOc1ccc(C(c2c(C)[nH][nH]c2=O)c2c(C)[nH][nH]c2=O)cc1OCC
    -2% | 0% | 20% | ? | -10% | -8% | -7% | 21% | -6%[59 µM]
COc1ccc(C(=O)CSc2nnc(CNC(=O)c3ccccc3)o2)cc1
    2% | -5% | 8% | 7% | -1% | -3% | ? | 41%[activator] | 3%
Cc1c(Cc2ccccc2)c(=O)oc2c(C)c(OC(C)C(=O)N[C@@H](Cc3ccccc3)C(=O)O)ccc12 (stereo partly specified)
    -8% | -1% | -6% | -7% | -15% | -29% | ? | 18% | 9%[12.7 µM]
Cc1cc(=O)n2nc(N3CCC(C(=O)Nc4ccc(C(C)C)cc4)CC3)sc2n1
    -3% | i | -10% | -17% | -4% | -12% | 3% | 34% | 20%[59 µM]
Cc1ccc(S(=O)(=O)N(CC(=O)NC2CC2)c2ccc(C)c(Cl)c2)cc1
    0% | 2% | 1% | 22% | -5% | 3% | -10% | 40%[activator] | 28%
Cc1ccccc1CN(C)C1CCN(C)CC1
    0% | -2% | -2% | 10% | 2% | -1% | 15% | 35% | /
Cn1c(=O)c2c(SCc3cccnc3)nc(CC(C)(C)C)nc2n(C)c1=O
    3% | i | -6% | 8% | -5% | -11% | 0% | 62%[activator] | 1%
O=C(O)CC(c1ccc(Cl)cc1)N1C(=O)CCC1=O (stereo unspecified)
    -8% | i | -3% | 9% | -1% | -7% | -3% | 34% | 0%[59 µM]
COc1ccc(OCc2nc3c4c(-c5ccccc5)c(-c5ccccc5)oc4ncn3n2)cc1
    9% | -5% | 1% | -17% | -7% | -17% | -27% | 12% | -25%[59 µM]
COc1ccc2c(c1)C(=NO)c1cc(OC)ccc1-2
    ? | i | ? | -13% | -4% | -28% | -4% | -19% | 15%[12.7 µM]
CC(NC(=O)NC12CC3CC(CC(C3)C1)C2)c1ccc2c(c1)OCO2 (stereo unspecified)
    4% | -3% | -9% | 47%[activator] | -6% | -12% | -25% | 3% | -33%
O=C(CSc1ccc2nnc(-c3ccncc3)n2n1)Nc1ccc2c(c1)OCCO2
    -6% | -2% | -11% | -20% | -2% | -6% | 1% | 22% | -2%
O=C(NNc1nc(-c2ccccc2)cs1)c1ccc(F)cc1
    -8% | -3% | 7% | 134%[activator] | -8% | -19% | -29% | 18% | 20µM*
Cc1nn(C)c(=O)n1N(C)c1ncc(C(F)(F)F)cc1Cl
    5% | 4% | -6% | 144%[activator] | -2% | 6% | -1% | 37% | 10%
NS(=O)(=O)c1ccc(CCNc2ncnc3sccc23)cc1
    8% | -4% | -2% | 22% | 0% | -7% | 7% | 30%[activator] | -36%[12.7 µM]
C=CCn1c(=NC(=O)C2CC2)sc2cc(NC(C)=O)ccc21
    9% | -8% | -7% | 18% | -5% | -11% | -7% | 39%[activator] | -1%
CC1CCN(S(=O)(=O)c2ccc3ccccc3c2)CC1
    -8% | -6% | -2% | -1% | -7% | 39%[activator] | 23% | 151%[activator] | ?
CCc1ccc(C(C)NC(=O)Cn2cnc3c(=O)n(C)c(=O)n(C)c32)cc1 (stereo unspecified)
    5% | -2% | 6% | 18% | 4% | -4% | -2% | 11% | 0%[59 µM]
Cc1cccc(/C=N/n2c(COc3ccccc3)n[nH]c2=S)c1
    -4% | / | 7% | ? | -4% | ? | ? | 4% | 3.2µM*

Arranged by SMILES length (ascending): part of the list above.
Every second line gives: Pin1 inhibitor | PGK inhibitor | GLS inhibitor | POLI inh | BLM inh | JMJD2A Tudor inh | BAZ2B block | HP1b binding inh | G9a block
COc1ccc2c(c1)C(=NO)c1cc(OC)ccc1-2
    ? | i | ? | -13% | -4% | -28% | -4% | -19% | 15%[12.7 µM]
NS(=O)(=O)c1ccc(CCNc2ncnc3sccc23)cc1
    8% | -4% | -2% | 22% | 0% | -7% | 7% | 30%[activator] | -36%[12.7 µM]
COc1ccc(C(=O)CSc2nnc(CNC(=O)c3ccccc3)o2)cc1
    2% | -5% | 8% | 7% | -1% | -3% | ? | 41%[activator] | 3%
CC(NC(=O)NC12CC3CC(CC(C3)C1)C2)c1ccc2c(c1)OCO2 (stereo unspecified)
    4% | -3% | -9% | 47%[activator] | -6% | -12% | -25% | 3% | -33%
COc1ccc(OCc2nc3c4c(-c5ccccc5)c(-c5ccccc5)oc4ncn3n2)cc1
    9% | -5% | 1% | -17% | -7% | -17% | -27% | 12% | -25%[59 µM]

Other records:
Every second line gives: Pin1 inhibitor | PGK inhibitor | GLS inhibitor | POLI inh | BLM inh | JMJD2A Tudor inh | BAZ2B block | HP1b binding inh | G9a block
O=C(CC1SC(=O)N(c2ccccc2)C1=O)Nc1ccc(Cl)cc1 (stereo unspecified)
    5% | 1% | 11µM* | 58%[activator] | -5% | -23% | -36% | 10% | 45µM*
Cc1cccc(C)c1OCC(N)C(C)C (stereo unspecified)
    3% | 10% | -3% | 5% | / | 0% | 71µM* | 33% | 3.8µM*
COc1cc(C2/C(=C(\O)c3ccc4c(c3)OCCO4)C(=O)C(=O)N2c2nnc(C)s2)cc(OC)c1OC (stereo unspecified)
    -5% | i | 0% | -9% | 0% | -11% | -16%[57.1 µM] | 27% | -24%
CCOC(=O)CNC(=O)CN1C(=O)CC(c2ccco2)Sc2ccccc21 (stereo unspecified)
    -7% | -13% | 4% | -16% | -5% | -31% | -17% | 40%[activator] | 4%
CCn1cc(C(=O)NCc2ccc(OC)cc2)c(=O)c2ccc(C)nc21
    -4% | -2% | 12% | 43%[activator] | 0% | -20% | 7% | 14% | 5%[0.501 µM]
Cc1ccc(-c2csc(=Nc3ccccc3)n2Cc2ccc3c(c2)OCO3)cc1C
    3% | i | -7% | 8% | -3% | ? | 100µM* | -7% | 14µM*
c1csc(-c2nc(NCC3CCCO3)c3ccccc3n2)c1 (stereo unspecified)
    -1%&0% | 2% | 16% | -16%&-12% | 1% | -17%&-7% | 4% | 35%&2% | 15%
CC(C)CCN1CCN=C1N(C)C
    1% | -13% | -1% | 4% | / | -13% | 6% | / | 11%[2.33 µM]
Cc1ccc(S(=O)(=O)N2C(=O)c3cccc4cccc2c34)cc1
    -6% | -1% | 11% | ? | -9% | -16% | -11% | 27% | ?
Cc1ccc(C(O)(C(=O)NNc2ccc3ccccc3n2)c2ccc(C)cc2)cc1
    -3%&4% | -6%&4% | 0%&8% | 9%&4% | -13%&1% | -1%&-5% | -4%&7% | 30%&46% | -2%&14%[59 µM]
CCOC(=O)C1CCCN(CCC(=O)Nc2cccc(C)c2)C1 (stereo unspecified)
    2%&1% | -2% | 0%&-2% | 45%&0%[activator] | -3%&1% | -13%&-23% | -2%&-28% | 15%&27% | 6%
Oc1ccc(Cl)cc1CNCc1ccc(Cl)nc1
    -6% | -7% | 28% | 3% | / | -23% | 9% | 48%[activator] | 4%[0.501 µM]
COC(=O)c1c(C(=O)OC)c(-c2ccccc2)n2c1CCC2
    3% | 9% | 3% | 7% | 0% | -4% | -24%[57.1 µM] | -1% | 1%
COc1ccc(Cl)cc1NC(=S)N(Cc1ccc(C(=O)O)cc1)Cc1ccc(OC)c(OC)c1
    -13% | -4% | 21% | -3% | -19% | -21% | -15% | -6% | 28µM*
Cc1onc(-c2ccccc2)c1C(=O)N/N=C/c1ccc(Br)cc1
    7% | -6% | 1% | 32%[activator] | -2% | 2% | -6% | 38%[activator] | /
Fc1cccc2sc(Nc3nnc(-c4ccccc4)o3)nc12
    ? | -20% | 1% | -12% | -16% | -29% | -6% | 38%[activator] | 20%[59 µM]
Cc1cccc(C(=O)N/C(=C\c2ccco2)C(=O)N2CCCC2)c1
    12% | -1% | 13% | 56%[activator] | -2% | -21% | -8%[57.1 µM] | -15% | 40µM*
COCCOC(=O)c1c(C)oc2ccc(O)c(CN3CCC(C)CC3)c12
    2% | -4% | 15% | 43% | -6% | -19% | -1% | 9% | 15%
COc1ccc(C2CC(=O)n3nc(C45CC6CC(CC(C6)C4)C5)nc3S2)cc1OC (stereo unspecified)
    -9% | -4% | 14% | 16% | 2% | -7% | -10% | 4% | 11µM*
CC(C)(CNS(=O)(=O)c1ccc2ccccc2c1)N1CCOCC1
    -1% | i | -6% | -2% | / | -5% | 4% | 47% | ?
Cc1ccc2c(c1)N(CC(=O)N1CCCC1)C(=O)C(C)O2 (stereo unspecified)
    -3% | 0% | 1% | 129%[activator] | -3% | 3% | 9%[0.457 µM] | 44%[activator] | 2%[59 µM]
CCc1[nH]c(C)c(C(C)=O)c1C
    1% | 0% | 12% | 14% | 0% | -6% | -35% | 11% | -10%
CCc1cccc(Nc2c([N+](=O)[O-])cc(C(=O)N3CC(=O)Nc4ccccc43)cc2[N+](=O)[O-])c1
    -2% | 3% | 16% | -14% | -2% | ? | 10µM* | ? | 25µM*

Entries of single compounds, quoted from the list. Order of screens: Pin1 inhibitor	PGK inhibitor	GLS inhibitor	POLI inh	BLM inh	JMJD2A Tudor inh	BAZ2B block	HP1b binding inh	G9a block
Cc1onc(-c2ccccc2)c1C(=O)N/N=C/c1ccc(Br)cc1 is listed with 7%	-6%	1%	32%[activator]	-2%	2%	-6%	38%[activator]	/
Cc1cccc(C(=O)N/C(=C\c2ccco2)C(=O)N2CCCC2)c1 is listed with 12%	-1%	13%	56%[activator]	-2%	-21%	-8%[57.1 µM]	-15%	40µM*
CCn1cc(C(=O)NCc2ccc(OC)cc2)c(=O)c2ccc(C)nc21 is listed with -4%	-2%	12%	43%[activator]	0%	-20%	7%	14%	5%[0.501 µM]
